Screening data: PubChem, National Center for Advancing Translational Sciences (NCATS)
FEN1 inh: human FEN1 inhibition. P39748. Recombinant FEN1 flap cleavage, fluorescence, 15 min. Potency, µM (doses to about 114 µM), without a hit: at the highest dose activity change, negative = inhibition, actives largely listed as inhibitors. 0.35% of 390,000 active. AID 588795; further: nearly all actives have a fitted effect of over 65% in size
Target sequence (P39748 whole entry, looked up): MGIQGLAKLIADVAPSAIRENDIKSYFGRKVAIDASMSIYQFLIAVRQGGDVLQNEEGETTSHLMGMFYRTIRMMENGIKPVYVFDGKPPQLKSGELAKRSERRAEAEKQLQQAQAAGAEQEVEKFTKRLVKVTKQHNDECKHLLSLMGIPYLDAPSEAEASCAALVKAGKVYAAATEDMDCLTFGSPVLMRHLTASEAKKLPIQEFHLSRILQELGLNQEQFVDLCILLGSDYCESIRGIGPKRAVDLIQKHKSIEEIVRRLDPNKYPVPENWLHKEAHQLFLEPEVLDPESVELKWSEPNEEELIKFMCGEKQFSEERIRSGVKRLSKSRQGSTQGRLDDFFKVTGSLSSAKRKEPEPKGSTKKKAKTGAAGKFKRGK
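Concentration–response screening of FEN1 (10 nM): 15 min compound preincubation at room temperature, reaction started with 50 nM substrate and read at 0 and 15 min. Corrected, normalized data were fitted by a four-parameter Hill equation.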
KAT2A inh: GCN5L2 (KAT2A) acetyltransferase inhibition; Q92830; GCN5L2 HAT assay, ThioGlo1 CoA-SH fluorescence; Potency, µM (series often up to 58.9 µM), for inactives: at the highest dose activity change, negative = inhibition, usual class: inhibitors; 0.21% of 390,000 active; AID 504327
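GCN5L2 (20nM final) in 50mM HEPES, 0.1mM EDTA pH 7.5, 0.01% Tween-20 was preincubated 15 min at room temperature with compound, then given ThioGlo1 (50uM), H3(1-25) peptide (75uM) and acetyl-CoA (70uM); CoA-thiol fluorescence (Ex340/Em540) was read at 0 and 20 min.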
DT40 TDP1 CPT: growth inhibition of DT40 Tdp1-/-;hTDP1 cells with camptothecin (screen for TDP1 inhibitors); Potency, µM (series often up to 46.2 µM), without a hit: at the top dose activity change, negative = growth inhibition, usual class: inhibitors; 12% of 420,000 active; AID 686979; chicken DT40 Tdp1-/-;hTDP1 cells + 20 nM CPT, ATP luminescence, 48 h; further: nearly all actives have a fitted effect of over 55% in size
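Chicken DT40 Tdp1-/- cells stably complemented with human TDP1 were seeded at 400 cells/well in medium containing 20 nM camptothecin, exposed to pin-transferred compounds, and grown at 37 °C for at least 48 hr. Viability was read as ATP luminescence.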
Active calls of the source: *; ? = inconclusive; nt = not tested or not shown. The call rests on the fitted dose curve; in most records, active means well fitted curve in the direction sought with a large enough effect; inconclusive means small, poorly fitted or top-dose-only effect, or another doubt; inactive means no such curve, though single readings can be large; an effect the other way counts as inactive or inconclusive. On the % scale 0 is the no-effect control and ±100 the full control effect; potency means the concentration at half of the fitted maximal effect. This is a subset (hit frequency here may not be typical).

Results follow in this order: FEN1 inh	KAT2A inh	DT40 TDP1 CPT
> O/N=C/c1ccc(OCC(O)COc2ccc(/C=N/O)cc2)cc1
    -4%	-4%	?
> C=CCOc1c(Br)cc(/C=N\n2nnnc2N)cc1OC
    -3%	-3%	-8%
> Cc1ccc(S(=O)(=O)/C(C#N)=C/c2c(N3CC(C)OC(C)C3)nc3ccccn3c2=O)cc1 (stereo unspecified)
    -12%	-6%	-12%
> CC(OC(=O)c1ccccn1)C(=O)Nc1ccc(C(F)(F)F)cc1 (stereo unspecified)
    15%	1%	-26%
> COc1cc(NC(=O)c2nccnc2C(=O)O)cc(OC)c1
    11%	-6%	-2%
> O=C(CSc1ccc(-c2ccco2)nn1)NCc1ccc2c(c1)OCO2
    5%	-18%	3%
> Cc1ccccc1N1CCN(C2CCCN(C(=O)CCN3CCCCC3=O)C2)CC1 (stereo unspecified)
    18%	-3%	3%
> Cc1ccc(C(=O)C[n+]2ccc(-c3nnc4n3CCC4)cc2)cc1
    -4%	-7%	1%
> CN(C)c1ccc(/C=C2\N=C(c3ccc(Cl)c([N+](=O)[O-])c3)NC2=O)cc1
    4%	-23%	?
> COc1ccc(Cl)cc1-c1n[nH]c(=S)o1
    -4%	-16%	?
> Cc1ccc(-n2nc(C)c3nc(CCC(=O)Nc4cccc(C)c4C)c(=O)n(C)c32)cc1
    9%	-3%	-11%
> CCc1nnc(NC(=O)c2ccc(COc3ccccc3Cl)o2)s1
    -5%	-4%	-1%
> Cc1n[nH]c(=S)n1/N=C/c1ccccc1OCc1ccc(Cl)cc1
    4%	2%	?
> COCCn1c(C)nnc1SCC(=O)NNC(=O)c1ccc(Br)cc1
    -1%	-6%	-4%
> COc1ccc(OC)c(-n2cc3c(=O)n(C)c(=O)n(C)c3c2)c1
    0%	-2%	16µM*
> CC(C)C1Oc2ccccc2N(CC(=O)N(Cc2ccncc2)Cc2ccco2)C1=O (stereo unspecified)
    -10%	-1%	-18%
> COc1cc(CN2CCN(c3ccccc3C)CC2)cc([N+](=O)[O-])c1O
    5%	0%	-4%
> O=C(COc1ccc2ccccc2c1)N1CCN(C(=O)c2cccnc2)CC1
    -2%	?	-11%
> COCCn1cnnc1SCC(=O)Nc1cccc(S(=O)(=O)N2CCCCC2)c1
    6%	-6%	-16%
> CC(=O)C1=C(O)C(=O)N(c2ccc(Br)cn2)C1c1ccc(Br)cc1 (stereo unspecified)
    5%	1%	?
> CCN(CC)c1nc(NNC(=O)c2ccccc2)nc(N(CC)CC)n1
    10%	nt	?
> O=C(COC(=O)c1ccc(Br)o1)Nc1cccc(S(=O)(=O)N2CCCCCC2)c1
    -22%	4%	-15%
> COC(=O)c1ccc(CSc2nc3c(cnn3-c3ccccc3)c(=O)[nH]2)o1
    9%	1%	-5%
> COc1ccc(C(C(=O)NC2CCCCC2)N(C(=O)CCl)c2ccc(Cl)cc2)cc1 (stereo unspecified)
    1%	-5%	1µM*
> CC(C)Oc1ccccc1-c1cc(C(=O)N/N=C/c2cccnc2)c2ccccc2n1
    -16%	-5%	?
> CCCNC(=O)c1ccccc1NC(=O)c1nsc2ccccc12
    -6%	-1%	?
> COc1ccc(NC(=O)C2CCCN2C(=O)NCc2ccccc2)cc1 (stereo unspecified)
    4%	-15%	?
> CCCCN1C(N)=NC[C@@H]1CC1CCCCC1
    4%	nt	23µM*
> Cc1ccc(N(NC(=O)C(C)(C)O)C(=O)c2ccccc2)cc1C
    9%	3%	-10%
> COc1ccc(NC(=O)c2ccc(C(=O)c3cc(OC)ccc3OC)cc2)cc1
    19%	3%	4%
> OC(CN1CCCCC1)CN(c1ccccc1)c1ccccc1 (stereo unspecified)
    5%	-4%	?
> CC1(C)COC(c2cccc(C3=NC(C)(C)CO3)n2)=N1
    8%	3%	-1%
> COc1ccc(CCN(C)C(=O)CN2C(=O)NC3(CCCCC3C)C2=O)cc1OC (stereo unspecified)
    2%	-6%	-14%
> Cc1ccccc1CSc1nnc(NC(=O)C2COc3ccccc3O2)s1 (stereo unspecified)
    9%	-5%	-21%
> COc1ccc(CN2CCSCC2)cc1C
    1%	-2%	-2%
> O=S(=O)(Nc1ccc2c(c1)nc1n2CCN(Cc2ccccc2)C1)c1ccc(F)cc1
    -11%	-16%	26µM*
> O=S(=O)(c1cccc(F)c1)N1CCN(Cc2cc3c(cc2Br)OCCO3)CC1
    -8%	-9%	?
> Cc1oc(-c2cccc(Cl)c2)nc1CS(=O)(=O)CC(=O)NC(C)CCc1ccccc1 (stereo unspecified)
    -13%	-9%	-30%
> CC(C)(C)C(=O)Nc1cc(NC(=O)C(C)(C)C)cc(C(=O)Nc2c[nH]c(=O)[nH]c2=O)c1
    1%	nt	8%
> CC(=O)Nc1ccc(N2C(=O)CC(Sc3nccc(C)n3)C2=O)cc1 (stereo unspecified)
    17%	-3%	-22%
> CCOCCCNC(=O)c1cc(-c2ccc(Br)s2)nc2ccccc12
    5%	-4%	13%
> COc1cc(/C=C/C(=O)N2CCN(Cc3ccccc3)CC2)cc(OC)c1OC
    13%	8%	-73%
> COC(=O)c1ccc(C[n+]2ccccc2)cc1
    2%	1%	-5%
> COc1ccc(-c2c(C(F)(F)F)oc3cc(OCC(=O)Nc4ccccc4C(F)(F)F)ccc3c2=O)cc1OC
    -8%	-4%	?
> O=C(NCCN1CCOCC1)c1ccc2c(c1)N(Cc1ccc(Cl)cc1)C(=O)CS2
    -11%	1%	?
> N/C(=N\OC(=O)CCC1CCCC1)c1ccc(Br)cc1
    2%	-1%	0%
> COc1ccc(-c2noc3c2-c2nc(-c4ccccc4F)sc2CC3)cc1
    10%	-9%	-23%
> CCN(CCCNS(=O)(=O)c1ccc2c(c1)CCN2C(C)=O)c1cccc(C)c1
    -19%	-20%	?
> O=C(CSc1ccc2nnc(-c3ccccn3)n2n1)NCC1CCCO1 (stereo unspecified)
    22%	-18%	2%
> COCCCNC(=O)Cn1cc(C(C)=O)c2ccccc21
    -2%	-2%	-15%

Seven structures from above, ordered by count of non-hydrogen atoms, rising:
Results follow in this order: FEN1 inh	KAT2A inh	DT40 TDP1 CPT
> COC(=O)c1ccc(C[n+]2ccccc2)cc1
    2%	1%	-5%
> N/C(=N\OC(=O)CCC1CCCC1)c1ccc(Br)cc1
    2%	-1%	0%
> COCCCNC(=O)Cn1cc(C(C)=O)c2ccccc21
    -2%	-2%	-15%
> O=C(CSc1ccc2nnc(-c3ccccn3)n2n1)NCC1CCCO1 (stereo unspecified)
    22%	-18%	2%
> COc1ccc(-c2noc3c2-c2nc(-c4ccccc4F)sc2CC3)cc1
    10%	-9%	-23%
> CCN(CCCNS(=O)(=O)c1ccc2c(c1)CCN2C(C)=O)c1cccc(C)c1
    -19%	-20%	?
> COc1ccc(-c2c(C(F)(F)F)oc3cc(OCC(=O)Nc4ccccc4C(F)(F)F)ccc3c2=O)cc1OC
    -8%	-4%	?

Following part
Results follow in this order: FEN1 inh	KAT2A inh	DT40 TDP1 CPT
> O=C(CN1C(=O)NC2(CCCC2)C1=O)Nc1nc(-c2ccc(F)cc2)cs1
    -15%	2%	-19%
> COc1ccc(NC(=O)NC(C(F)(F)F)C(F)(F)F)cc1
    1%	-22%	-7%
> O=C(NN=C1CCCC1)c1ccc([N+](=O)[O-])cc1
    -4%	3%	-8%
> COc1ccc(NC(=O)CN2CCCC2c2cccs2)cc1S(=O)(=O)N1CCCCC1 (stereo unspecified)
    -1%	-5%	?
> COc1cc2c(C(F)(F)F)c(-c3ccc(C#N)cc3)oc(=O)c2cc1OC
    -2%	0%	0%
> Cc1cc(NC(=O)CSc2ccc3ccccc3c2)no1
    7%	?	5%
> NC(=O)N[C@@H](Cc1c[nH]c2ccccc12)C(=O)OCC(=O)N1CCCCC1
    21%	-18%	1%
> OCC1CCCN1C(=S)Nc1ccccc1 (stereo unspecified)
    -5%	?	6%
> CC(=O)n1c(-c2ccccc2)c(CO)c2ccccc21
    -4%	-6%	?
> O=C(NC1CC1)C1CCN(C2CCN(C(=O)CCOc3ccccc3)CC2)CC1
    -6%	5%	-2%
> O=C(NCc1nc2ccccc2[nH]1)C1=C[C@@H](c2ccccc2)C[C@@H](OCCCCO)O1
    -12%	-7%	10%
> O=C(NCc1ccco1)C(c1ccncc1)N(C(=O)Cn1nnc2ccccc21)c1ccccc1 (stereo unspecified)
    1%	0%	4%
> CC(C)(C)OC(=O)N1CCNc2ccccc2C1
    5%	0%	-19%
> Cc1c(C2C(C#N)=C(N)OC3=C2C(=O)CCC3)cnn1C (stereo unspecified)
    -4%	2%	12%
> Cc1ccc(C(C)NC(=O)C2CCCC2)cc1C (stereo unspecified)
    -9%	-12%	5%
> O=C(O)CCN1C(=O)C2C3CC(C2C1=O)C1C(c2ccccc2)c2sc(=O)[nH]c2SC31 (stereo unspecified)
    19%	-7%	-1%
> COc1ccc(N2C(=O)CSC2c2cccs2)cc1 (stereo unspecified)
    4%	-3%	-16%
> Cc1ccc(/C=N/n2c(-c3cccnc3)n[nH]c2=S)s1
    -10%	-11%	0%
> COC(=O)c1ccc(NC(=O)COc2ccc3c(c2)OCO3)cc1
    -1%	-3%	-6%
> CCOC(=O)c1ccc(NC(=O)CCc2c(C)nc3c(-c4ccc(F)cc4)c(C)nn3c2C)cc1
    -13%	1%	-25%
> O=C(COc1ccccc1)N1CCN(c2ncccn2)CC1
    -4%	-14%	12%
> O=C(NC12CC3CC(CC(C3)C1)C2)c1ccccc1O
    2%	0%	?
> CC1CCN(S(=O)(=O)c2ccc(C(=O)Nc3nnc(-c4ccco4)o3)cc2)CC1
    -7%	-5%	15µM*
> COc1ccc(N(CC(=O)NCc2ccc3c(c2)OCO3)S(=O)(=O)c2c(C)nn(C)c2C)cc1
    -10%	-16%	?
> O=C(N/N=C\c1ccccc1F)c1ccc(-c2ccccc2)cc1
    1%	1%	-12%
> CCn1cnc2c1c(=O)n(CC(=O)N1CCc3ccccc31)c(=O)n2Cc1ccccc1
    -10%	-4%	-12%
> CCN(CC)S(=O)(=O)c1ccc2c(c1)nc(CN(C)C(=O)Nc1ccc(Cl)cc1)n2C
    3%	9%	18µM*
> CC(=O)N(c1cccc(C(F)(F)F)c1)c1nc(/C=C/C(=O)O)cs1
    19%	-5%	1%
> COc1ccc(C2c3c(oc4ccccc4c3=O)C(=O)N2Cc2ccncc2)cc1OC (stereo unspecified)
    2%	nt	-4%
> Cc1ccc(OCc2ccccc2C)c([N+](=O)[O-])n1
    -18%	-7%	-22%
> Cc1ccc(-c2cn3c(n2)sc2cc(C(=O)NCCCN4CCCCC4)ccc23)cc1
    -10%	-3%	1.3µM*
> CN(C)S(=O)(=O)c1cc(NC(=O)COC(=O)Cc2ccc(Br)cc2)ccc1Cl
    3%	-8%	-13%
> COc1ccc(Cl)cc1N1C(=O)CC(N2CCN(S(=O)(=O)c3ccccc3F)CC2)C1=O (stereo unspecified)
    9%	-9%	-15%
> COc1ccc(OC)c(NC(=O)C2CC(=O)N(CCc3ccc(F)cc3)C2)c1 (stereo unspecified)
    ?	nt	-3%
> CCOC(=O)C(N)CSC1CC(=O)N(c2ccc(OC)cc2)C1=O (stereo unspecified)
    -2%	1%	7%
> Cc1ccc(S(=O)(=O)NCC2CCC(C(=O)N(C)Cc3ccccc3)CC2)cc1 (stereo unspecified)
    -6%	1%	?
> CCO[C@@H]1OC(C(=O)Nc2ccccc2)=C[C@H](c2ccc3c(c2)OCO3)[C@H]1CCCO
    9%	1%	?
> O=C(CSc1nnc(-c2ccccc2)n1-c1ccccc1)c1ccc[nH]1
    0%	2%	?
> CCC(Sc1nc2cc3c(cc2c(=O)n1CCCCCC(=O)NCc1ccc2c(c1)OCO2)OCO3)C(=O)NCCCOC (stereo unspecified)
    -5%	-3%	-5%
> CCCOC(=O)CCc1n[nH]c(=O)[nH]c1=O
    0%	-6%	7%
> O=C(Cn1cc(S(=O)(=O)Cc2cccc(Cl)c2)c2ccccc21)Nc1ccccc1C(F)(F)F
    6%	-19%	13µM*
> COc1cc(NC(=S)NCCc2ccc(S(N)(=O)=O)cc2)c(OC)cc1Cl
    4%	-13%	-19%
> Cc1cccc(C)c1NC(=O)CN(c1ccccn1)S(=O)(=O)c1ccc(F)cc1
    1%	-9%	-8%
> CC(Oc1ccc(F)cc1)c1nnc(SCC(=O)N(c2ccccc2)C2CCS(=O)(=O)C2)o1 (stereo unspecified)
    3%	-25%	?
> COc1ccccc1-c1c(C)oc2c(CN3CCCC(C)C3)c(O)ccc2c1=O (stereo unspecified)
    -4%	-16%	-9%
> Cc1c(C=Nc2ccc(S(=O)(=O)CCO)cc2)c(O)[nH]c(=O)c1C#N
    8%	nt	5%
